Bioassay records deposited in PubChem by The Scripps Research Institute Molecular Screening Center.
OX1R antag-1 – blocks the human orexin 1 receptor. inhibition, % at 5 µM. CHO/OX1R cells, Fluo-8 calcium fluorescence, orexin A. AID 434989. actives 0.43% (n = 330,000);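 active = inhibition above its plate's threshold, mean inhibition of all tested compounds on the plate plus 3 SD, cut at about 37% in these data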;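 note: 0% = orexin A challenge wells and 100% = SB-334867-A antagonist wells; not every result past the cut was called active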
Target sequence (O43613 whole entry, looked up): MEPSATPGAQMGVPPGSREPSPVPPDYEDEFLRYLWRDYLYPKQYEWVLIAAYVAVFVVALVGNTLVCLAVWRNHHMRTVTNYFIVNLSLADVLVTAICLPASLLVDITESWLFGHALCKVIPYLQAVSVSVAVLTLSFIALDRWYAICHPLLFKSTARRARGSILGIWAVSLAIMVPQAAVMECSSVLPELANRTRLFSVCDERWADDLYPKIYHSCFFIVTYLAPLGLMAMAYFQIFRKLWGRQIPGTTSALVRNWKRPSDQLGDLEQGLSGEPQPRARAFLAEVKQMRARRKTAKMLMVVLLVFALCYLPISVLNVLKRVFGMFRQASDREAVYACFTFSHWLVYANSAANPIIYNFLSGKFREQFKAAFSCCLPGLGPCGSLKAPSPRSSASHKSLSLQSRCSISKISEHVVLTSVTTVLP
OX1R antag-2 – blocks the human orexin 1 receptor | O43613 | OX1R-expressing cells, FRET antagonist read-out | inhibition, % at 6.6 µM | actives 1.8% (n = 330,000) | AID 485270; in the data active = inhibition mostly above about 38%, no sharp cut-off; inactive = mostly below about 40%;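 note: 0% = agonist challenge alone and 100% = reference antagonist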
* marks the source's active call; other numbers are inactive results.

SMILES	OX1R antag-1	OX1R antag-2
CCS(=O)(=O)c1nc(S(=O)(=O)c2ccc(Cl)cc2)c(NCCCN2CCCC2=O)s1	-7	6
Nc1nonc1-n1nnc(C(=O)N/N=C/c2cccc(Cl)c2)c1CSc1ccccc1	-8	16
CC1CCN(C(=O)CSc2nnc(-c3cccnc3)o2)CC1	-15	12
Cc1ccc(-n2nc3c(c2NC(=O)CC(C)C)CS(=O)C3)cc1 (centres undefined)	-17	4
CCOC(CCn1c(SCc2cccc([N+](=O)[O-])c2)nc2ccccc2c1=O)OCC	-24	17
COCCCNC(=O)c1ccc(N(C)S(C)(=O)=O)cc1	-3	6
CN(CCCN1CCOCC1)Cc1nc(-c2ccccc2)no1	-3	7
Cc1cccc([C@H]2[C@@H]3C=CCC[C@@H]3C(=O)N2Cc2ccccc2)c1	0	20
O=C(N/N=C/c1cc2ccccc2nc1Cl)/C(=C/c1cccs1)NC(=O)c1ccccc1	-62	46
CC(=O)Nc1ccc(NC(=O)CCn2nnc3ccccc32)cc1	-4	16
COc1ccccc1C1CCCN1Cc1nc(-c2ccc(C)s2)oc1C (centres undefined)	-30	49
CC(=O)c1ccc(S(=O)(=O)Nc2cc3c(cc2C(C)=O)OCO3)cc1	-9	13
Cc1cc(C)n2nc(S(=O)(=O)NC(C)(C)C)nc2n1	-32	9
O=C(COC(=O)/C=C/c1ccc(Cl)cc1)NC1CC1	-4	1
COc1ccc(C2C3CCCCC3(O)CCN2C(=O)c2cccs2)cc1 (centres undefined)	-14	5
CC(C)C(NC(=O)C12CC3CC(CC(C3)C1)C2)C(=O)N/N=C/C1=C(N2CCOCC2)C(=C\c2cccc([N+](=O)[O-])c2)/CC1 (centres undefined)	-6	4
CCCCN(CCCC)S(=O)(=O)c1c(C)[nH]c(=O)[nH]c1=O	-9	18
COc1ccc(C(=O)CSc2nc(-c3ccccn3)nc(C)c2Cl)cc1	-35	10
CC(C)CCNC(=O)c1cc(S(=O)(=O)N2CCCCC2)ccc1N1CCOCC1	-28	4
CCc1ccc(C(=O)NNc2ccccc2F)cc1	-9	7
COc1ccc(CCN2C(=O)CCC2(C)C(=O)NC2CCCC2)cc1OC (centres undefined)	-9	4
O=C(CN1CCN(S(=O)(=O)c2ccc(Cl)cc2)CC1)NC(=O)NC1CCCCC1	-25	11
COC(=O)c1ccc(NC(=S)NC2CC3CCC2C3)cc1 (centres undefined)	1	20
NS(=O)(=O)c1cc([N+](=O)[O-])ccc1NCc1cccnc1	-6	34
COc1ccc(CCNC(=O)C2CC(c3cccc(F)c3)=NO2)cc1 (centres undefined)	-1	3
COc1ccccc1N1C(=O)C(=O)N(C)C1=O	1	25
Cc1ccc(-c2nnn(CC(=O)N3CCCCC3)n2)o1	-18	-10
O=C(NCCN1CCOCC1)c1cc(-c2ccc(F)cc2)nc2ccccc12	-21	7
Cc1cc(C(=O)OCC(=O)Nc2cc(S(=O)(=O)N(C)C)ccc2C)c2ccccc2n1	-34	8
O=C(O)c1ccc2c(c1)C(=O)N(c1ccc(OCc3ccccc3)cc1)C2=O	3	22
O=c1oc2ccccc2c2c1nc(C(F)(F)F)n2-c1ccccc1	-15	11
CC(C)C(=O)NN1c2ccccc2CCc2ccccc21	-17	7
CCCCn1c(Cl)nc2c1c(=O)n(C)c(=O)n2C	-7	6
CN(Cc1cn(C)nc1-c1cccc(Cl)c1)C1CCOCC1	0	7
CCn1cc(C(=O)N2CCCc3ccccc32)c2cc(OC)c(OC)cc2c1=O	-23	28
C[n+]1ccccc1C1CCCC/C1=N\NC(N)=S (centres undefined)	-19	1
CCc1c(C)nc2ncnn2c1N1CCCC(C(=O)Nc2ccc(NC(C)=O)cc2)C1 (centres undefined)	-8	6
O=C(O)CC/C(=N\Nc1ccc([N+](=O)[O-])cc1S(=O)(=O)N1CCOCC1)c1cccs1	-13	21
CCc1c(C)nc2c(-c3ccccc3OC)c(C)[nH]n2c1=O	5	10
Oc1c(C(Nc2ccccn2)c2cccnc2)cc(Cl)c2cccnc12 (centres undefined)	-24	8
CC(=O)c1cnc(N(C)C)s1	-6	22
Cc1cc(OCC(O)CN(CCO)CCO)ccc1Cl (centres undefined)	-8	23
Cc1ccc(-n2ncc3c(=O)n(CC(=O)NC4CCCCC4)cnc32)cc1C	-17	9
CCN(CC(=O)Nc1ccc2c(c1)OCCO2)C(=O)C1CC(=O)N(c2ccc(OC)cc2OC)C1 (centres undefined)	-32	5
CC(=O)c1ccc(NC(=O)CCc2nnc3ccc(NCc4ccco4)nn23)cc1	-13	16
CC(C)=C1SC(N2CCN(c3ccc(C)cc3)CC2)=NC1=O	-21	18
CCOC(=O)c1sc(=S)n(-c2ccc3c(c2)OCO3)c1N	11	7
CCCCn1c(N)c(N(CC(C)C)C(=O)CSCC(=O)Nc2cccc(C)c2)c(=O)[nH]c1=O	-3	10
CCOC(=O)CSc1nc(C)c2cc(C)c(C)cc2n1	-30	14
COc1ccccc1NC(=O)Nc1cc(C(C)(C)C)nn1C	-24	7
The results go on:
SMILES	OX1R antag-1	OX1R antag-2
CCc1c(C(=O)NNC(=S)NCC2CCCO2)csc1C (centres undefined)	-16	19
COc1ccc(CN2CCNC(=O)C2CC(=O)N(C)CCc2cnn(C)c2)c(F)c1 (centres undefined)	-17	16
Cc1ccc(S(=O)(=O)N2CCC(C(=O)Nc3ccccc3N3CCCCC3)CC2)cc1	-40	9
O=c1c2ccccc2ccc2ccccc12	-13	-1
COc1ccc(Cl)cc1NC(=O)NCC1CCN(Cc2cc(C)ccc2C)CC1	-15	0
COc1cc(SC)ccc1C(=O)OCC(=O)NC(=O)NC(C)C	-20	28
CCONc1ncnc2nonc12	-2	15
O=c1[nH]c(CN(CCO)CCO)nc2c1C1(CCCCC1)Cc1ccccc1-2	-4	14
S=C1N(c2ccccc2)CN(C2CCCCC2)CN1c1ccccc1	-24	5
COc1ccccc1NS(=O)(=O)c1cccc(NC(=O)c2cc3ccccc3oc2=O)c1	-36	10

Part of the list above, comma-delimited:
structure,OX1R antag-1,OX1R antag-2
Cc1ccc(-c2nnn(CC(=O)N3CCCCC3)n2)o1,-18,-10
O=C(NCCN1CCOCC1)c1cc(-c2ccc(F)cc2)nc2ccccc12,-21,7
Cc1cc(C(=O)OCC(=O)Nc2cc(S(=O)(=O)N(C)C)ccc2C)c2ccccc2n1,-34,8
O=C(O)c1ccc2c(c1)C(=O)N(c1ccc(OCc3ccccc3)cc1)C2=O,3,22
O=c1oc2ccccc2c2c1nc(C(F)(F)F)n2-c1ccccc1,-15,11
CC(C)C(=O)NN1c2ccccc2CCc2ccccc21,-17,7
CCCCn1c(Cl)nc2c1c(=O)n(C)c(=O)n2C,-7,6
CN(Cc1cn(C)nc1-c1cccc(Cl)c1)C1CCOCC1,0,7
CCn1cc(C(=O)N2CCCc3ccccc32)c2cc(OC)c(OC)cc2c1=O,-23,28
C[n+]1ccccc1C1CCCC/C1=N\NC(N)=S (centres undefined),-19,1
CCc1c(C)nc2ncnn2c1N1CCCC(C(=O)Nc2ccc(NC(C)=O)cc2)C1 (centres undefined),-8,6
O=C(O)CC/C(=N\Nc1ccc([N+](=O)[O-])cc1S(=O)(=O)N1CCOCC1)c1cccs1,-13,21
CCc1c(C)nc2c(-c3ccccc3OC)c(C)[nH]n2c1=O,5,10
Oc1c(C(Nc2ccccn2)c2cccnc2)cc(Cl)c2cccnc12 (centres undefined),-24,8
CC(=O)c1cnc(N(C)C)s1,-6,22
Cc1cc(OCC(O)CN(CCO)CCO)ccc1Cl (centres undefined),-8,23
Cc1ccc(-n2ncc3c(=O)n(CC(=O)NC4CCCCC4)cnc32)cc1C,-17,9
CCN(CC(=O)Nc1ccc2c(c1)OCCO2)C(=O)C1CC(=O)N(c2ccc(OC)cc2OC)C1 (centres undefined),-32,5
CC(=O)c1ccc(NC(=O)CCc2nnc3ccc(NCc4ccco4)nn23)cc1,-13,16
CC(C)=C1SC(N2CCN(c3ccc(C)cc3)CC2)=NC1=O,-21,18
CCOC(=O)c1sc(=S)n(-c2ccc3c(c2)OCO3)c1N,11,7
CCCCn1c(N)c(N(CC(C)C)C(=O)CSCC(=O)Nc2cccc(C)c2)c(=O)[nH]c1=O,-3,10
CCOC(=O)CSc1nc(C)c2cc(C)c(C)cc2n1,-30,14
COc1ccccc1NC(=O)Nc1cc(C(C)(C)C)nn1C,-24,7
CCc1c(C(=O)NNC(=S)NCC2CCCO2)csc1C (centres undefined),-16,19
COc1ccc(CN2CCNC(=O)C2CC(=O)N(C)CCc2cnn(C)c2)c(F)c1 (centres undefined),-17,16
Cc1ccc(S(=O)(=O)N2CCC(C(=O)Nc3ccccc3N3CCCCC3)CC2)cc1,-40,9
O=c1c2ccccc2ccc2ccccc12,-13,-1
COc1ccc(Cl)cc1NC(=O)NCC1CCN(Cc2cc(C)ccc2C)CC1,-15,0
COc1cc(SC)ccc1C(=O)OCC(=O)NC(=O)NC(C)C,-20,28
CCONc1ncnc2nonc12,-2,15

New compounds follow:
SMILES	OX1R antag-1	OX1R antag-2
Cc1ccc(CNC(=O)c2ccc3c(=O)n(CC4CCCO4)c(=S)[nH]c3c2)cc1 (centres undefined)	-17	23
Cc1ccccc1OCCCC(=O)Nc1ccc(S(=O)(=O)Nc2onc(C)c2C)cc1	8	10
Cc1ccc(-c2nn(-c3ccccc3)cc2/C=N/n2c(-c3ccncc3)n[nH]c2=S)cc1	-49	18
CCS(=O)(=O)NCC(c1cccnc1)N1CCN(c2ccccc2F)CC1 (centres undefined)	-10	16
COc1ccccc1C(=O)NCCC(=O)NCCCSc1ccccc1	-29	9
COCCn1c(Cc2ccccc2)nnc1SCC(=O)NC1CCCCC1	-17	19
COc1ccc(NC(C)=O)cc1NC(=O)c1ccc(Cl)cc1	-16	32
CC(=O)Nc1ccc(S(=O)(=O)N(C)CC(=O)NCCC2=CCCCC2)cc1	-9	49
CCOC(=O)c1ccc(NC(=O)c2c(C)[nH]c(C(=O)OCC)c2C)cc1	-16	-3
O=S(=O)(c1ccccc1)N1CCC(O)(CSc2ccc(Cl)cc2)CC1	46*	25
Cc1nnc(SC(C)C(=O)NCC2CCCO2)s1 (centres undefined)	-9	3
CC(=O)c1cccc(CN2CCN(C(C)C)C(CCO)C2)c1 (centres undefined)	8	5
Cc1cccc(C(C)C)c1NC(=O)COC(=O)c1cc2ccccc2oc1=O	-1	13
Cc1ccnc(NC(=O)CCC(=O)N(CC(=O)NC2CCCCC2)C2CCCC2)c1	-22	7
O=C(COC(=O)c1ccccc1)NC1CCCC1	-2	2
CC1=Nc2ccc(Br)cc2C(c2ccccc2)N1CC(=O)O (centres undefined)	-5	17
CC(C)Cc1oc(C(=O)O)cc1CN	-6	7
COc1cccc(-c2nnc(-c3ccco3)o2)c1	-11	20
Cc1nc(SCCc2nc3ccccc3[nH]2)c2oc3ccccc3c2n1	31	59*
COc1ccc(/C=C/C(=O)OCC(=O)NC(=O)NC(C)(C)C)cc1	-20	-5
O=C(CCc1nc(-c2ccc(F)cc2)no1)NCc1ccccc1CN1CCOCC1	-17	8
CCSCCc1nnc(NC(=O)Nc2cccc(C(F)(F)F)c2)s1	-19	29
COc1ccc(/C=C2/S/C(=N/S(=O)(=O)Cc3ccccc3)NC2=O)cc1OC	-5	19
O=C(CCN1CCOCC1)N1CCCC(Nc2ccc(F)cc2)C1 (centres undefined)	0	4
Cc1ccc(CNC(=O)C(=O)NCC2OCCN2C(=O)c2cccs2)cc1 (centres undefined)	-18	7
Fc1ccccc1Nc1nc(Cl)nc(Cl)n1	-6	12
N#CC(C(=O)CCN1C(=O)C2CC=CCC2C1=O)c1nc2ccccc2[nH]1 (centres undefined)	-18	10
CC1(C)OC(=O)C2(Cc3ccccc3N3CCCCC32)C(=O)O1 (centres undefined)	-12	9
Cc1cc(C)nc(N2CCN(S(=O)(=O)c3ccc(F)cc3)CC2)n1	-32	13
CC1CCCCC12NC(=O)N(CC(=O)OCC(=O)N(C)C1CCCCC1)C2=O (centres undefined)	-23	1
C#CCSc1nnc(-c2cc3c(C(F)(F)F)nn(C)c3s2)n1C	-25	26
O=C(COc1ccc(C(=O)c2ccccc2)cc1)Nc1ncccc1O	10	6
O=C(NCC1CCCO1)c1ccccc1NC(=O)c1cccc2ccccc12 (centres undefined)	-14	2
Cc1cccc(-c2nnc3n2N=C(c2ccc(Br)cc2)CS3)c1	-15	31
CC(Nc1cc(C)cc(C)c1)=[N+](C)CCNS(=O)(=O)c1ccc(Cl)cc1	-16	-9
O=C(COc1ccccc1)Nc1ccc(S(=O)(=O)N2CCCC2)cc1	-1	7
C[C@@H]1CN([C@H](C)CO)C(=O)c2cc(NS(=O)(=O)c3ccc(F)cc3)ccc2O[C@@H]1CN(C)Cc1ccc(Cl)c(Cl)c1	21	-4
